Compound activity from PubChem.
EBI2 block: EBI2 (human) antagonism | P32249 | EBI2 beta-arrestin recruitment, luminescence, 7a,25-OHC stimulated | inhibition, % at 5 µM | hit rate 0.81% among 360,000 | AID 651636; in the data active = inhibition above about 38%;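 note: enzyme fragment complementation signal reports receptor beta-arrestin coupling in cells; 0% = agonist plus DMSO wells and 100% = wells without agonist; some results beyond the cut were filed as inactive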
Target sequence (P32249 whole entry, looked up, the tested form may be a part): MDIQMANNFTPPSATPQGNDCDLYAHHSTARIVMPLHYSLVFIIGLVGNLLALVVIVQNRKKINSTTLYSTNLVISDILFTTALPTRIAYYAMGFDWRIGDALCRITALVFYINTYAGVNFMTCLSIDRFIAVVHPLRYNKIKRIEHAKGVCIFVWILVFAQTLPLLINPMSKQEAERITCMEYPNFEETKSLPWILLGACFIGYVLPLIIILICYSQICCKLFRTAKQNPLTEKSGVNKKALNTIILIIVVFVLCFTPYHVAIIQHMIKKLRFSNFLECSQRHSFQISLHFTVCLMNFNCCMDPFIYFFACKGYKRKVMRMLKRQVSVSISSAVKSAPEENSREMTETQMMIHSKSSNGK
Jurkat NFkB inh: lowers PMA/ionomycin-induced NF-kB signal in Jurkat cells; PMA/ionomycin-induced NF-kB luciferase reporter, luminescence; inhibition, % at 4 µM; hit rate 0.53% among 330,000; AID 435003
Gli-Sufu antag: Gli-Sufu pathway antagonism; Sufu-KO-LIGHT fibroblasts, Gli luciferase reporter luminescence; inhibition, % at 5 µM; hit rate 0.74% among 340,000; AID 588413;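 active = inhibition above about 55%, limit read from the data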;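 note: 0% = DMSO-treated cells and 100% = wells with medium but no cells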
697 NFkB inh: inhibitors of the PMA/ionomycin-induced NF-kB reporter in 697 B cells. 697 B-cell NF-kB luciferase reporter, 16 h. hit rate 0.33% among 330,000. inhibition, % at 4 µM; in the data active = inhibition above about 35%
Apaf1 inhib: inhibitors of human Apaf-1 apoptosome; hit rate 0.71% among 330,000; inhibition, % at 20 µM; reconstituted apoptosome caspase-3 activity, DEVD-Rh110 fluorescence; active = inhibition of at least 40% at 20 µM;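 note: plate controls were DMSO wells for no effect and DEVD-CHO caspase inhibitor wells for full effect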
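System: reconstituted apoptosome with Apaf-1, cytochrome c, caspase-9, procaspase-3, dATP; Signal: Rh110 fluorescence intensity; Schedule: 30 min compound preincubation, 50 min activation, room temperature; Reagent: cytochrome c trigger plus (Z-DEVD)2-Rh110 caspase-3 substrate.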
SENP8 inh: SENP8 protease inhibition; purified SENP8, Z-RLRGG-aminoluciferin cleavage, luminescence; inhibition, % at 10 µM; hit rate 1.2% among 330,000
UBC13 polyUb: inhibitors of human UBC13 polyubiquitin chain formation; TR-FRET; inhibition, % at 20 µM; hit rate 0.47% among 330,000; AID 485273; in the data active = inhibition above about 45%, passing the limit was not always enough
Target sequence (P61088 whole entry, looked up): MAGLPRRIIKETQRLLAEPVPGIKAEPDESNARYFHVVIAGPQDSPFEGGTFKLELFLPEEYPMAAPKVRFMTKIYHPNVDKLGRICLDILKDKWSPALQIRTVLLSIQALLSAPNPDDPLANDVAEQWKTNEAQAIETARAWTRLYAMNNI
CCR6 antag: antagonists of human CCR6 receptor; inhibition, % at 20 µM; hit rate 0.49% among 340,000; CHO-K1 CCR6 PathHunter beta-arrestin, luminescence, CCL20-stimulated; P51684;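 active = compounds whose inhibition of the agonist-driven luminescence signal at 20 µM reaches about 50%, limit read from the data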;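 note: cells stimulated with CCL20 at 14 nM final; plate controls were DMSO with CCL20 for no effect and DMSO without agonist for full effect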
Target sequence (P51684 whole entry, looked up): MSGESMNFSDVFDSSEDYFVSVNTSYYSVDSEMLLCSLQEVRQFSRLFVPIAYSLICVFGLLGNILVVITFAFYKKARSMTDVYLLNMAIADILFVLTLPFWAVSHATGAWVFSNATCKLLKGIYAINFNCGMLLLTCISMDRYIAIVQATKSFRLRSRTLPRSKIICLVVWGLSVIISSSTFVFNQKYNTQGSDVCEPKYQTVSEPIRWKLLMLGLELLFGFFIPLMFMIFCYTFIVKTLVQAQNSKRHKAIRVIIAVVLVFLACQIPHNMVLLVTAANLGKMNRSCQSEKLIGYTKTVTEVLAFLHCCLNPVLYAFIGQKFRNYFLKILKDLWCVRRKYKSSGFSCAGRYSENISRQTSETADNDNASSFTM
Active calls of the source: *; x = not tested or not shown; & = joins results of further samples. Cut-off read from the data, not from the text of the source, unless noted: active = inhibition above about 50%; inactive = the rest.

(1) COc1ccc(CCC(C(O)C(F)(F)F)S(=O)c2ccccc2)cc1 (stereo not drawn)
(2) N#Cc1ccccc1S(=O)(=O)N1CCN(C(=O)c2cc(=O)[nH]c3ccccc23)CC1
(3) CC(=O)c1ccc(OCC(=O)OC(C)C(=O)NC2CCCCC2C)cc1 (stereo not drawn)
(4) CCOc1cc(C2C(C(C)=O)=C(O)C(=O)N2CCc2c[nH]c3ccccc23)ccc1O (stereo not drawn)
(5) COCCn1c(C)cc(C(=O)COc2nc3ccccc3nc2C)c1C
(6) COc1nc(OCCNC(=O)Nc2ccccc2)nc(N(C)C)n1
(7) CCCNC(=O)c1cc(-c2ccc(OC)cc2)on1
(8) CC(NS(=O)(=O)c1ccc(CCC(=O)NCc2ccco2)cc1)c1ccccc1 (stereo not drawn)
screen / no.	1	2	3	4	5	6	7	8
EBI2 block	4	-2	3	-9	-3	6	-1	1
SENP8 inh	-2	-2	1	11	1	-8	2	6
697 NFkB inh	-15	18	13	-17	-36	3	-86	14
UBC13 polyUb	5	-2	7	16	-4	-7	3	1
Jurkat NFkB inh	1	1	13	-19	6	-3	-138	8
Apaf1 inhib	-21	12	-5	49*	5	-2	-18	3
CCR6 antag	7	-4	2	5	4	12	6	-4
Gli-Sufu antag	-3	-6	-1	-7	24	6	-48	-2

(9) COc1ccc(CCNC(=S)Nc2ccc(C(C)C)cc2)cc1
(10) Cc1cc(O)c(C(=O)/C=C/c2ccccc2)c(=O)o1
(11) COc1cc(C2/C(=C(\O)c3ccc4c(c3)OCCO4)C(=O)C(=O)N2Cc2ccccc2)ccc1O (stereo not drawn)
(12) CC1CC(C)(C)NC(=S)N1CCCC(=O)NCCc1ccc(Cl)cc1 (stereo not drawn)
(13) COc1ccc(CCNC2=C(Cl)C(=O)N(CCc3ccccc3)C2=O)cc1OC
(14) O=C1CCCN1c1ccc(S(=O)(=O)Oc2cccc(Cl)c2)cc1[N+](=O)[O-]
(15) CCOc1ccc(N2CC(C(=O)N/N=C/c3sccc3C)CC2=O)cc1 (stereo not drawn)
(16) Cc1cc(N2CCCC2)nc2ccc(NC(=S)NCCCOC(C)C)cc12
screen / no.	9	10	11	12	13	14	15	16
EBI2 block	24	8	3	5	-4	-5	1	4
SENP8 inh	5	-10	2	-5	4	-5	9	7
697 NFkB inh	-7	-2	-17	-7	5	-19	25	-46
UBC13 polyUb	4	-8	-21	-14	3	-2	-3	-20
Jurkat NFkB inh	-13	1	5	-11	2	-6	8	-19
Apaf1 inhib	15	9	14	8	19	21	-13	5
CCR6 antag	15	-5	11	1	-7	14	1	6
Gli-Sufu antag	-1	5	0	5	-3	-3	-3	30

Some of these compounds in order of formula weight, descending:
(11) COc1cc(C2/C(=C(\O)c3ccc4c(c3)OCCO4)C(=O)C(=O)N2Cc2ccccc2)ccc1O (stereo not drawn)
(13) COc1ccc(CCNC2=C(Cl)C(=O)N(CCc3ccccc3)C2=O)cc1OC
(16) Cc1cc(N2CCCC2)nc2ccc(NC(=S)NCCCOC(C)C)cc12
(15) CCOc1ccc(N2CC(C(=O)N/N=C/c3sccc3C)CC2=O)cc1 (stereo not drawn)
(9) COc1ccc(CCNC(=S)Nc2ccc(C(C)C)cc2)cc1
(7) CCCNC(=O)c1cc(-c2ccc(OC)cc2)on1
(10) Cc1cc(O)c(C(=O)/C=C/c2ccccc2)c(=O)o1
screen / no.	11	13	16	15	9	7	10
EBI2 block	3	-4	4	1	24	-1	8
SENP8 inh	2	4	7	9	5	2	-10
697 NFkB inh	-17	5	-46	25	-7	-86	-2
UBC13 polyUb	-21	3	-20	-3	4	3	-8
Jurkat NFkB inh	5	2	-19	8	-13	-138	1
Apaf1 inhib	14	19	5	-13	15	-18	9
CCR6 antag	11	-7	6	1	15	6	-5
Gli-Sufu antag	0	-3	30	-3	-1	-48	5

(list continues)
(17) CCCn1c(C(C)NC(=O)c2ccccc2)n[nH]c1=S (stereo not drawn)
(18) CC(C)(C)c1cc(NC(=O)c2cccnc2)no1
(19) CC(C)(C)NC(=O)Nc1ccc(Cn2cc(C(F)(F)F)ccc2=O)cc1
(20) Cc1ccoc1C(=O)NCCCNC(=O)c1occc1C
(21) CCC(C)NC(=O)CSc1nc2c(sc(=S)n2-c2cc(Cl)ccc2OC)c(=O)[nH]1 (stereo not drawn)
(22) CC(OC(=O)c1cccc(-n2cnnn2)c1)C(=O)c1ccccc1 (stereo not drawn)
(23) CN(Cc1cccs1)S(=O)(=O)c1cccs1
(24) COc1ccccc1C(=O)CSc1cccc[n+]1[O-]
screen / no.	17	18	19	20	21	22	23	24
EBI2 block	4	-2	-8	18	4	6	-7	-7
SENP8 inh	-3	-15	3	1	8	9	3	0
697 NFkB inh	7	-14	20	6	14	4	0	15
UBC13 polyUb	0	4	3	-20	-13	2	5	7
Jurkat NFkB inh	12	-38	16	3	16	0	2	-8
Apaf1 inhib	-17	-24	5	0	3	7	-5	-2
CCR6 antag	-6	1	-2	19	7	3	-4	-14
Gli-Sufu antag	0	-29	-7	2	2	-18	-6	5

(25) CCNC(=S)N1CCN(CCN=CC2=C(O)CC(c3cccs3)CC2=O)CC1 (stereo not drawn)
(26) O=C(CCC1COc2ccccc2O1)NCc1ccccc1 (stereo not drawn)
(27) Oc1ccc(/C=N/Nc2cc(N3CCOCC3)nc(N3CCOCC3)n2)cc1
(28) CCSc1nnc(SCC(=O)NC2CCCCC2)s1
(29) COc1ccccc1-c1coc2c(CN3CCC(C)CC3)c(O)ccc2c1=O
(30) O=C(Cn1c(=O)c2c(ncn2Cc2ccccc2)n(Cc2ccccc2)c1=O)NC1CC1
(31) CC(C)c1cc(C(=O)NNC(=S)NCc2ccco2)c(O)c(C(C)C)c1
(32) O/N=C(\c1ccc(Cl)cc1)c1ncc(C(F)(F)F)cc1Cl
screen / no.	25	26	27	28	29	30	31	32
EBI2 block	-1	-4	3	-6	4	-5	-4	7
SENP8 inh	9	-6	5	-1	-4	-3	9	-11
697 NFkB inh	-7	0	4	10	-1	15	-6	-26
UBC13 polyUb	-2	1	-28	3	4	5	-1	-11
Jurkat NFkB inh	-7	7	-13	4	7	3	6	-23
Apaf1 inhib	-16	-10	11	-1	-7	-6	13	19
CCR6 antag	-10	16	-6	-5	-2	-4	7	6
Gli-Sufu antag	0	0	13	-11	-1	7	-5	4

(33) CCOc1ccc(CN2CCN(Cc3nc(C(C)C)cs3)CC2CCO)cc1 (stereo not drawn)
(34) CCOc1ccc(NC(=O)CN(C)C(=O)C2=COCCO2)cc1OCC
(35) COc1ccc(C(=O)Nn2c(C)nc3ccccc3c2=O)cc1OC
(36) Cc1cc(NC(=O)CSCC(=O)OC(C)C(=O)N(C)Cc2ccccc2)no1 (stereo not drawn)
(37) Cc1ccc(C)c(NC(=O)C(c2ccccc2)N2CCOCC2)c1 (stereo not drawn)
(38) COc1cccc(CNC(=O)c2ccccc2-c2ccccc2C(=O)O)c1
(39) O=C(N/N=C/c1ccncc1)c1cc(C2CC2)nc2ccccc12
(40) CCOc1ccc(NC2=C(Cl)C(=O)N(Cc3ccccc3)C2=O)cc1
screen / no.	33	34	35	36	37	38	39	40
EBI2 block	x	-15	8	3	7	1	-5	12
SENP8 inh	-4	-16	-1	3	1	6	-1	0
697 NFkB inh	8	0	-3	5	-6	-7	12	-40
UBC13 polyUb	6	-5	12	0	-8	-3	2	-6
Jurkat NFkB inh	0	-14	-14	-8	-12	-3	14	16
Apaf1 inhib	-2	6	5	4	7	-1	1	12
CCR6 antag	-3	-7	-3	5	7	11	-14	13
Gli-Sufu antag	26	-1	4	-8	-3	-1	12	11

Copied from the list.
Apaf1 inhib result of compound 11 → 14
UBC13 polyUb result of compound 18 → 4
697 NFkB inh result of compound 9 → -7

More structures:
(41) Cc1nc2ncnn2c(C)c1Cc1cccc(C(F)(F)F)c1
(42) COc1ccccc1NC(=O)/C(N=Nc1ccc(C)c(S(=O)(=O)Nc2ccccc2Cl)c1)=C(\C)O
(43) CNc1cncc(C(=O)O)c1
(44) CN(c1ccccc1C(=O)Nc1ccc(F)c(F)c1)S(C)(=O)=O
(45) Cc1cc(OCC(=O)Nc2ccc(CN3CCOCC3)cc2)ccc1Cl
(46) CC(=O)c1ccc(N2CCN(CCC#N)CC2)c(F)c1
(47) CCOC(=O)C1(CCc2ccccc2)CCN(C(=O)CCn2cnnn2)CC1
(48) CC(C)C(NC(=O)c1ccc(Cl)c([N+](=O)[O-])c1)C(=O)NCc1ccccn1 (stereo not drawn)
screen / no.	41	42	43	44	45	46	47	48
EBI2 block	-6	11	-5	1	12	1	-8	1
SENP8 inh	3	-12	-2	-3	-15	5	-5	-2
697 NFkB inh	-9	-26	22	20	9	13	-11	-4
UBC13 polyUb	23	-40	10	7	-3	-10	4	-1
Jurkat NFkB inh	-7	-6	13	5	14	6	-25	7
Apaf1 inhib	-10	7	-6	-3	16	-8	5	1
CCR6 antag	4	23	15	4	9	-7	26	-3
Gli-Sufu antag	6	-7	8	-7	3	-2	12	2

(49) COc1nc(Nc2ccc(O)cc2)nc(OC(C(F)(F)F)C(F)(F)F)n1
(50) Cc1csc(NC(=O)CCC(=O)N(CC(=O)NC2CCCC2)Cc2ccccc2)n1
(51) COC(=O)c1ccc2c(c1)S(=O)(=O)NC(=NCc1ccco1)S2
(52) C/C(N)=C(/C#N)C(=O)CSc1nnc(-c2ccc(OC(F)F)cc2)o1
screen / no.	49	50	51	52
EBI2 block	0	12	2	3&-5
SENP8 inh	-4	1	1	-4
697 NFkB inh	1	9	14	-185
UBC13 polyUb	6	5	10	-5
Jurkat NFkB inh	4	3	0	-114
Apaf1 inhib	-6	2	-1	-18
CCR6 antag	6	11	8	16&7
Gli-Sufu antag	10	4	4	-75&-92

Two entries drawn at random from those above, as already listed:
(51) COC(=O)c1ccc2c(c1)S(=O)(=O)NC(=NCc1ccco1)S2
(50) Cc1csc(NC(=O)CCC(=O)N(CC(=O)NC2CCCC2)Cc2ccccc2)n1
screen / no.	51	50
EBI2 block	2	12
SENP8 inh	1	1
697 NFkB inh	14	9
UBC13 polyUb	10	5
Jurkat NFkB inh	0	3
Apaf1 inhib	-1	2
CCR6 antag	8	11
Gli-Sufu antag	4	4

Entries of single compounds from above.
Entry for Cc1csc(NC(=O)CCC(=O)N(CC(=O)NC2CCCC2)Cc2ccccc2)n1 : EBI2 block: 12; SENP8 inh: 1; 697 NFkB inh: 9; UBC13 polyUb: 5; Jurkat NFkB inh: 3; Apaf1 inhib: 2; CCR6 antag: 11; Gli-Sufu antag: 4
Entry for COC(=O)c1ccc2c(c1)S(=O)(=O)NC(=NCc1ccco1)S2 : EBI2 block: 2; SENP8 inh: 1; 697 NFkB inh: 14; UBC13 polyUb: 10; Jurkat NFkB inh: 0; Apaf1 inhib: -1; CCR6 antag: 8; Gli-Sufu antag: 4

A portion of the library. The share of hits here may be higher or lower than overall.
